MOR-DOR ag: agonists of human mu-delta opioid receptor heterodimerization; activation, % at 9.3 µM; P35372+P41143; cells, OPRM1-OPRD1 heterodimerization, luminescence; 340,000 compounds, 0.3% hits; in the data active = activation above about 18%;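 note: 0% = vehicle-treated cells and 100% = reference agonist; values of inactives mirror those of a sister screen read the other way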
Target sequence (P35372 whole entry, looked up): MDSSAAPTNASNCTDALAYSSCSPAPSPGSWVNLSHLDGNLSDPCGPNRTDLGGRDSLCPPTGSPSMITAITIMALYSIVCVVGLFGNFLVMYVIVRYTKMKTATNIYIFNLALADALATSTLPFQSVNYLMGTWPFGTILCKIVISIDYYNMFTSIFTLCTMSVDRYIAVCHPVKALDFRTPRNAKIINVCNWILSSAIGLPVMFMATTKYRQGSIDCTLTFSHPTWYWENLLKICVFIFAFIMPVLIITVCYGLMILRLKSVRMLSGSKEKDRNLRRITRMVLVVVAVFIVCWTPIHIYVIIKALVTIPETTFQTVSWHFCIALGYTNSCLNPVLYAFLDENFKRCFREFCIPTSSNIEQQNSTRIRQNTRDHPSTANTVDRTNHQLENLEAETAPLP
Target sequence (P41143 whole entry, looked up): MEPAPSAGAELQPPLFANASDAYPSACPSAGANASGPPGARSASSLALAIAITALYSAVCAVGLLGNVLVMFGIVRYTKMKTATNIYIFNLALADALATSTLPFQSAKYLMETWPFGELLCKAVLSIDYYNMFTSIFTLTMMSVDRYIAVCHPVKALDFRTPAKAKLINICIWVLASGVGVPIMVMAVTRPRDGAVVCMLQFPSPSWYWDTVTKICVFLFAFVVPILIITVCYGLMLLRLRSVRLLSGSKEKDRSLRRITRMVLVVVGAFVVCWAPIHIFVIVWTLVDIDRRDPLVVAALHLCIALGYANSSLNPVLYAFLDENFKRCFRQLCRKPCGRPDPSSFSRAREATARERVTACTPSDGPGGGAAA
Arr AP2 block: inhibitors of human beta-arrestin and AP2 interaction. FITC-arrestin peptide / GST-AP2 beads, flow cytometry; AP2 beta2 appendage carries R879A mutation. inhibition, % at 10 µM. 340,000 compounds, 0.31% hits. AID 504490;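 active = inhibition above a set limit, near 3 SD of compounds lacking own fluorescence, cut at about 54% in these data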;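 note: plate controls were DMSO wells for no effect and 5 µM unlabelled arrestin peptide for full effect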
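Measured by: flow cytometry, FL1 (488/535 nm); Material: AP2 appendage R879A on GSH beads; Evaluation: percent response; Timing: pre-incubation 12 min, peptide binding 1 h, room temperature; Also added: 50 nM FITC-arrestin peptide; Medium: PBS with 0.05% Tween 20 and 0.1% BSA.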
Mot1-301 SUMO: inhibitors of SUMOylation pathway: yeast Mot1-301 growth rescue; S. cerevisiae Mot1-301 growth rescue, ATP luminescence, 38.5C; percent above DMSO median, 100 means doubled; growth rescue, % at 18.8 µM; 320,000 compounds, 1% hits; AID 2716;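 active = every valid replicate shows activation above 250% relative to neutral control wells; inactive = the rest, any valid replicate at or below 250%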;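 note: OY570 slx delta 5 strain wells were the positive control but not used for scaling; some compounds called inactive have numbers as strong as hits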
PKA-R1A act: PKA-R1A complex activation. P00514+P68181. PKA-R1A dissociation, Cy5-IP20 fluorescence polarization; scaled: DMSO 0%, 113 µM cGMP 100%. activation, % at 11.4 µM. 340,000 compounds, 0.083% hits. AID 504707;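 active = percent activation above the mean of all tested compounds plus 3 SD, cut at about 19% in these data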;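 note: higher means more PKAc released from R1A so a rise in polarization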
MOR-DOR inv ag: mu-delta opioid heterodimer inverse agonism. P35372+P41143. cell-based MOR-DOR heterodimer luminescence. inhibition, % at 9.3 µM. 340,000 compounds, 0.21% hits. AID 504357; in the data active = inhibition above about 22%, passing the limit was not always enough;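 note: 0% = cells with DMSO and 100% = wells without cells with DMSO; values of inactives mirror those of a sister screen read the other way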
PfHsp90 set2: reduces growth (ATP signal) of yeast expressing P. falciparum Hsp90; S. cerevisiae expressing PfHsp90, BacTiter-Glo ATP, 48 h; yeast lacking PDR1 and PDR3 efflux regulators; inhibition, % at 9.4 µM; 310,000 compounds, 0.32% hits;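 active = every replicate shows inhibition above about 80%, whatever the replicate mean, limit read from the data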;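 note: 0% = DMSO neutral controls and 100% = 20 µM radicicol positive controls; yeast relying on Plasmodium falciparum Hsp90 in place of its own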
AddAB inh: less growth of phage-infected E. coli with AddAB; inhibition, % at 11.9 µM; E. coli expressing H. pylori AddAB, absorbance growth; AID 435030; 330,000 compounds, 0.29% hits; in the data active = inhibition above about 12%;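 note: 0% = vehicle wells of infected cells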
Ecoli viability: bacterial growth inhibition, counter-screen for AddAB inhibitors | E. coli V3065 growth, OD600 absorbance, 18 h | inhibition, % at 11.9 µM | 330,000 compounds, 0.27% hits | AID 449728;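 active = inhibition above the campaign's mean inhibition across all tested compounds plus 3 SD, cut at about 9.9% in these data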;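 note: uninfected addAB+ strain grown without phage in ampicillin broth; 0% = DMSO wells and 100% = ciprofloxacin 0.95 µg/ml wells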
Tat export inh: inhibitors of E. coli Tat protein transport | E. coli MC4100 TorA-mCherry Tat export, fluorescence | inhibition, % at 10 µM | AID 488895 | 340,000 compounds, 0.036% hits;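 active = mean replicate inhibition at least 50% and at least half of replicates individually reaching 50%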;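 note: exported cargo escapes ClpAP degradation while cytoplasmic cargo is degraded and loses fluorescence; 0% = median of neutral control wells and 100% = median of NaSCN control wells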
DSG3 Ab inh: inhibitors of pemphigus antibody binding to human desmoglein-3 | DSG3-coupled beads, scFv-anti-DSG3-GFP binding, flow cytometry; hits give low values | binding (percent of control), % at 10 µM | 310,000 compounds, 0.48% hits;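 active = binding more than 3 SD below its plate's average and above zero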;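 note: hits lower antibody fragment binding to DSG3; some compounds called inactive have numbers as strong as hits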
phage Ecoli inh: E. coli growth loss with phage present | growth absorbance | inhibition, % at 11.9 µM | 360,000 compounds, 0.26% hits | AID 651602; in the data active = inhibition above about 11%
An asterisk follows results filed as active; / = no result given.

SMILES | MOR-DOR ag | Arr AP2 block | Mot1-301 SUMO | PKA-R1A act | MOR-DOR inv ag | PfHsp90 set2 | AddAB inh | Ecoli viability | Tat export inh | DSG3 Ab inh | phage Ecoli inh
CC(Oc1cccc2cccnc12)C(=O)N/N=C/c1ccccc1 (stereo unspecified) | -0.8 | 16 | / | -11 | 4 | 38 | 2.5 | 3.4 | -9 | 102 | 4.3
O=C(O)CNS(=O)(=O)Cc1ccccc1 | -2.1 | 0 | 918* | -9 | 11 | 9 | 2.4 | 2.0 | 27 | 106 | -0.3
O=C(O)CC(c1ccc(Cl)cc1)N1Cc2ccccc2C1=O (stereo unspecified) | 0.4 | 11 | 10 | -4 | -2 | 3 | -0.1 | 2.9 | 0 | 104 | 4.1
COc1ccc(Oc2nc(C)nc3c2oc2ccccc23)cc1 | 5.1 | -9 | 140 | -12 | -28 | 10 | 3.2 | 3.0 | 7 | 109 | 0.8
CC(C)CC(c1nnnn1C1CCCC1)N1CCN(C(=O)c2ccco2)CC1 (stereo unspecified) | -1.6 | 11 | 69 | 7 | 7 | 1 | 1.6 | -0.4 | 0 | 110 | 1.9
CN(C)S(=O)(=O)N1CCc2ccc(NC(=O)c3ccc(C(F)(F)F)cc3)cc2C1 | 1.4 | 1 | -19 | -5 | -7 | -2 | 2.7 | 1.4 | -1 | 89 | -0.6
CCc1nc(SCC(=O)NCc2ccco2)c2c3c(sc2n1)CCCC3 | 7.1 | -5 | -23 | 0 | -41 | 8 | 2.9 | 1.8 | -11 | 83 | 2.7
CCN(CC)c1cc(C)c(C#N)c2nc3ccccc3n12 | -0.6 | -18 | 25 | 2 | 3 | 5 | 0.6 | -1.8 | -1 | / | 0.7
O=C(COc1ccc2ccc(=O)oc2c1)N1CCN(c2ccccc2)CC1 | 0.4 | -12 | 2 | -3 | -2 | -3 | -1.9 | 0.1 | -4 | / | 0.9
Cc1cc(C)n(-c2ccc(C(=O)OCC(=O)Nc3ccccc3F)cc2)n1 | -1.0 | -8 | 6 | -12 | 4 | -2 | -0.7 | -2.4 | -3 | / | 2.7
Cc1noc(C)c1CSc1ccc(Br)cc1 | 1.5 | -1 | 12 | 3 | -9 | -4 | -1.9 | -1.6 | 2 | 104 | -0.6
CCN1CCN(Cc2ccc(NC(=O)c3ccc(C)c(NC(=O)c4ccnnc4)c3)cc2C(F)(F)F)CC1 | -1.1 | 27 | 82 | -2 | 7 | -25 | 5.0 | 3.1 | -4 | 102 | 3.2
Cc1ccc2nc(NC(=O)CSCc3ccccc3)sc2c1 | 5.4 | 8 | 25 | -3 | -29 | 14 | 2.8 | 0.4 | -5 | 151 | 1.2
CC12C(=O)N(Cc3ccco3)C(=O)C1C1c3ccccc3C2c2ccccc21 (stereo unspecified) | 0.5 | 0 | 174 | -8 | -3 | -10 | 0.8 | 0.3 | -5 | 98 | 0.4
CC1CCCN(C(=O)COc2ccc(Nc3ccccc3)cc2)C1 (stereo unspecified) | 3.4 | 6 | -6 | -9 | -19 | 0 | 3.7 | -0.3 | -10 | 103 | 1.2
Cn1c(CSCc2ccc(F)cc2)nnc1SCC(=O)Nc1cccc(C(=O)O)c1 | -2.0 | -26 | 136 | 4 | 11 | 17 | 3.2 | -1.5 | -5 | 101 | 2.6
O=c1[nH]c(NCCO)nnc1Cc1ccc(Cl)cc1 | -4.6 | 3 | 5 | -7 | 22 | -14 | 1.0 | -0.2 | 0 | 107 | 4.7
Cc1ccccc1NC(=O)CN1C(=O)c2cccnc2Oc2ccc(Cl)cc21 | 0.2 | 4 | -19 | -4 | -1 | -53 | 3.4 | -0.3 | -7 | 96 | 1.4
COc1ccccc1C(C)NC(=O)c1ccc(S(=O)(=O)NCc2ccco2)cc1 (stereo unspecified) | -2.5 | 32 | 9 | -10 | 12 | 3 | -0.8 | -1.8 | 2 | 90 | 1.4
O=C(O)c1ccccc1NC(=O)C(Cc1ccccc1)N1C(=O)c2ccccc2C1=O (stereo unspecified) | -3.3 | -13 | -16 | -2 | 15 | -52 | -1.0 | -0.8 | 6 | 106 | -0.3

Exported with values under each structure: part of the list above.
Second line of a record – MOR-DOR ag, Arr AP2 block, Mot1-301 SUMO, PKA-R1A act, MOR-DOR inv ag, PfHsp90 set2, AddAB inh, Ecoli viability, Tat export inh, DSG3 Ab inh, phage Ecoli inh
- CC1CCCN(C(=O)COc2ccc(Nc3ccccc3)cc2)C1 (stereo unspecified)
  3.4, 6, -6, -9, -19, 0, 3.7, -0.3, -10, 103, 1.2
- Cn1c(CSCc2ccc(F)cc2)nnc1SCC(=O)Nc1cccc(C(=O)O)c1
  -2.0, -26, 136, 4, 11, 17, 3.2, -1.5, -5, 101, 2.6
- O=c1[nH]c(NCCO)nnc1Cc1ccc(Cl)cc1
  -4.6, 3, 5, -7, 22, -14, 1.0, -0.2, 0, 107, 4.7
- Cc1ccccc1NC(=O)CN1C(=O)c2cccnc2Oc2ccc(Cl)cc21
  0.2, 4, -19, -4, -1, -53, 3.4, -0.3, -7, 96, 1.4

Continued.
SMILES | MOR-DOR ag | Arr AP2 block | Mot1-301 SUMO | PKA-R1A act | MOR-DOR inv ag | PfHsp90 set2 | AddAB inh | Ecoli viability | Tat export inh | DSG3 Ab inh | phage Ecoli inh
COc1ccc(N(C)S(=O)(=O)c2cccc(C(=O)N3CCN(Cc4ccc5c(c4)OCO5)CC3)c2)cc1 | -4.7 | 3 | / | -11 | 23 | 1 | / | / | -1 | 99 | 2.3
O=[N+]([O-])c1ccc(CN2CCOCCOCCOCC2)cc1 | -1.8 | 0 | -9 | -8 | 10 | -6 | 1.1 | 0.0 | -3 | 119 | 3.9
CN1CCN(C(=O)C2=C[C@@H](c3ccc4c(c3)OCO4)C[C@@H](OCc3ccc(CO)cc3)O2)CC1 | -0.5 | -1 | -14 | -4 | 3 | 6 | 2.4 | -0.1 | -10 | 100 | 2.2
COc1ccc(COCC(O)CN2CCC(C(N)=O)CC2)cc1 (stereo unspecified) | -3.0 | 34 | -23 | -16 | 15 | -11 | 2.7 | -0.7 | -2 | 111 | -0.6
C[C@@H]1CN([C@H](C)CO)C(=O)c2cccc(NC(=O)Nc3ccc(F)cc3)c2O[C@H]1CN(C)C(=O)Nc1ccc(C(F)(F)F)cc1 | -0.3 | / | -14 | -2 | 2 | -7 | -0.4 | -2.9 | 5 | 103 | 0.3
CCCOC(=O)c1ccc(Oc2c(-c3ccc(O)cc3O)n[nH]c2C)cc1 | 17 | 8 | 250 | -1 | -92 | -40 | 5.5 | 4.9 | 19 | 109 | 5.4
Cc1ccccc1NC(=O)NNC(=O)c1ccc2ccccc2c1 | -5.4 | -12 | 11 | -19 | 18 | 24 | / | / | -7 | 104 | 1.7
O=C(NC1CCCCC1)NC1(C(=O)N2CCN3CCCC3C2)CCCCC1 (stereo unspecified) | -0.7 | 6 | / | -1 | 4 | 3 | 1.5 | 1.8 | -4 | 160 | -0.5
Oc1ccc(N2CCN(C(c3ccccn3)c3nnnn3C3CCCC3)CC2)cc1 (stereo unspecified) | 3.2 | 4 | 4 | -2 | -19 | 5 | 1.0 | -1.1 | 5 | 93 | -2.2
O=C1NN(c2ccccc2)C(=O)/C1=C\c1ccccc1OCC(=O)N1CCOCC1 | -2.1 | -1 | 4 | 5 | 11 | -42 | -0.5 | 0.3 | 5 | 103 | 0.5

In another format: results already given
Second line of a record – MOR-DOR ag, Arr AP2 block, Mot1-301 SUMO, PKA-R1A act, MOR-DOR inv ag, PfHsp90 set2, AddAB inh, Ecoli viability, Tat export inh, DSG3 Ab inh, phage Ecoli inh
O=C(NC1CCCCC1)NC1(C(=O)N2CCN3CCCC3C2)CCCCC1 (stereo unspecified)
    -0.7, 6, /, -1, 4, 3, 1.5, 1.8, -4, 160, -0.5
Oc1ccc(N2CCN(C(c3ccccn3)c3nnnn3C3CCCC3)CC2)cc1 (stereo unspecified)
    3.2, 4, 4, -2, -19, 5, 1.0, -1.1, 5, 93, -2.2
O=C1NN(c2ccccc2)C(=O)/C1=C\c1ccccc1OCC(=O)N1CCOCC1
    -2.1, -1, 4, 5, 11, -42, -0.5, 0.3, 5, 103, 0.5

(more compounds)
SMILES | MOR-DOR ag | Arr AP2 block | Mot1-301 SUMO | PKA-R1A act | MOR-DOR inv ag | PfHsp90 set2 | AddAB inh | Ecoli viability | Tat export inh | DSG3 Ab inh | phage Ecoli inh
CC(=O)C(C(C)=O)c1c(Cl)c(O)c(O)c2c(C(=O)c3ccccc3)coc12 | 9.9 | 36 | 30 | -3 | -56 | -23 | 5.9 | 3.5 | -9 | 99 | 4.4
O=C(Cc1ccccc1[N+](=O)[O-])OCC(=O)c1ccccc1Br | -1.3 | 19 | 10 | -2 | 5 | -8 | 0.2 | -2.6 | -3 | 99 | 1.1
O=C(NC(Cc1ccccc1)C(=O)O)c1ccc(S(=O)(=O)N2CCCCC2)cc1 (stereo unspecified) | 1.3 | -2 | -11 | -6 | -7 | / | -0.9 | -2.4 | 20 | 128 | 5.2
Cc1nc(N2CCC(C(N)=O)CC2)c2nnn(Cc3ccccc3)c2n1 | 0.0 | -7 | -10 | 2 | 0 | / | 3.5 | 2.0 | -7 | 99 | 1.7
O=C(O)CCNS(=O)(=O)c1ccccc1C(F)(F)F | -1.9 | -2 | -2 | 2 | 10 | 24 | -2.4 | 1.3 | -9 | 100 | 0.1
O=C(Nc1ccc(Oc2ccc(NC(=O)C3CCCO3)cc2)cc1)C1CCCO1 (stereo unspecified) | -0.5 | -16 | 82 | 10 | 3 | -9 | 1.7 | 2.0 | 0 | 103 | 2.3
Cc1onc(-c2c(Cl)cccc2Cl)c1C(=O)N1C=CC(C(F)(F)F)=NCC1 | -0.6 | 3 | / | -4 | 3 | 18 | 1.3 | 0.8 | 0 | 104 | 0.4
O=C(NC1CC1)c1ccc(S(=O)(=O)NC2CCCCCC2)cc1 | 0.2 | -1 | -13 | 3 | -1 | -29 | 1.9 | -0.6 | 0 | 95 | 2.1
CCOC(=O)c1c(NC(=O)c2ccc(S(=O)(=O)N(C)CC3CCCO3)cc2)sc2c1CCN(C)C2 (stereo unspecified) | -3.6 | 2 | 116 | -2 | 19 | -9 | 0.6 | -4.6 | 6 | 97 | 1.4
O=C(c1ccc2c(c1)OCO2)N1CCC(Cc2ccccc2)CC1 | -1.9 | 37 | 13 | -10 | 10 | 2 | 0.1 | -1.1 | 5 | 106 | 0.4

Assay outcomes deposited in PubChem by several laboratories.
